Assay outcomes: PubChem, The Scripps Research Institute Molecular Screening Center
PAFAH1B2 FP inh: inhibitors of human PAFAH1B2; AID 492953; actives 1.2% (n = 340,000); inhibition, % at 3.39 µM; recombinant PAFAH1B2, FP-rhodamine activity probe, fluorescence polarization;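 active = inhibition above the mean of all tested compounds plus 3 SD, cut at about 24% in these data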;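 note: 0% = enzyme with DMSO and 100% = wells lacking PAFAH1B2; many of its hits are not listed in these tables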
LYPLA2 inh: counter-screen for PME1 inhibitors: inhibitors of human LYPLA2. actives 0.38% (n = 320,000). recombinant LYPLA2, FP-Rh probe fluorescence polarization. inhibition, % at 5.9 µM. O95372;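 active = inhibition above the screen-wide mean plus 3 SD, limit set per campaign, cut at about 26% in these data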;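 note: 0% = LYPLA2 with DMSO and 100% = wells lacking LYPLA2 enzyme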
PME-1 primary: PME-1 (human) inhibition; inhibition, % at 5.9 µM; Q9Y570; recombinant PME-1, FP-Rh probe fluorescence polarization; actives 0.53% (n = 320,000);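 active = inhibition above the campaign mean of all compounds plus 3 SD, cut at about 26% in these data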;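 note: competitive labeling of PME-1 active site by serine hydrolase directed probe; 0% = PME-1 with DMSO and 100% = wells lacking PME-1 enzyme; inhibitors block probe labeling so polarization falls and inhibition rises; many of its hits are not listed in these tables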
Target sequence (Q9Y570 whole entry, looked up): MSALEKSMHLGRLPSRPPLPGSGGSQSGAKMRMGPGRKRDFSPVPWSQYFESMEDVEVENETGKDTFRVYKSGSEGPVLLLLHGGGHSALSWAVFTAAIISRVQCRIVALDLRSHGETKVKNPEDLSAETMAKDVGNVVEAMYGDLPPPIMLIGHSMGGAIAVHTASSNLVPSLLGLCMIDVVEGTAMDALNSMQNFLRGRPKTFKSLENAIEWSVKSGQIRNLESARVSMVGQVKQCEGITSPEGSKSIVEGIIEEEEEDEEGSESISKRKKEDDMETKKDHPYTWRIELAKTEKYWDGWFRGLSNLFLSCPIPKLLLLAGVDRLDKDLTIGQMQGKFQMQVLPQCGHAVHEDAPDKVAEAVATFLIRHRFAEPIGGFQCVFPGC
PREPL inhibitor: human PREPL enzyme inhibition; Q4J6C6; recombinant PREPL, fluorescence polarization activity-based probe; inhibition, % at 5.96 µM; actives 0.68% (n = 320,000); AID 2751; in the data active = inhibition above about 43%;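 note: 0% = enzyme with DMSO and 100% = wells lacking enzyme; many of its hits are not listed in these tables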
PAFAH1B3 inh: blocks human PAF acetylhydrolase 1B catalytic subunit 3. actives 0.28% (n = 340,000). AID 492972. recombinant PAFAH1B3, FP-rhodamine probe, fluorescence polarization. inhibition, % at 3.39 µM;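 active = inhibition above the screen-wide average of all tested compounds plus 3 SD, cut at about 25% in these data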;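 note: 0% = enzyme with DMSO only and 100% = wells lacking PAFAH1B3 protein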
GSTO1 counter: counter-screen for RBBP9 inhibitors: inhibitors of human GSTO1; P78417; recombinant GSTO1, activity-based probe fluorescence polarization; inhibition, % at 5.96 µM; actives 1.1% (n = 300,000); AID 1974;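 active = inhibition above the campaign mean inhibition plus 3 SD, cut at about 35% in these data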;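 note: 0% = GSTO1-1 with DMSO and 100% = wells lacking GSTO1-1 enzyme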
pPAFAH FP inh: pPAFAH (human) enzyme inhibition | Q13093 | recombinant pPAFAH, FP-rhodamine probe fluorescence polarization | inhibition, % at 3.39 µM | actives 1.5% (n = 330,000) | AID 463082;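 active = inhibition above the mean inhibition across the screen plus 3 SD, cut at about 25% in these data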;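 note: inhibitors block binding of the rhodamine activity-based probe so polarization drops; 0% = enzyme with DMSO and 100% = wells lacking pPAFAH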
Target sequence (Q13093 whole entry, looked up): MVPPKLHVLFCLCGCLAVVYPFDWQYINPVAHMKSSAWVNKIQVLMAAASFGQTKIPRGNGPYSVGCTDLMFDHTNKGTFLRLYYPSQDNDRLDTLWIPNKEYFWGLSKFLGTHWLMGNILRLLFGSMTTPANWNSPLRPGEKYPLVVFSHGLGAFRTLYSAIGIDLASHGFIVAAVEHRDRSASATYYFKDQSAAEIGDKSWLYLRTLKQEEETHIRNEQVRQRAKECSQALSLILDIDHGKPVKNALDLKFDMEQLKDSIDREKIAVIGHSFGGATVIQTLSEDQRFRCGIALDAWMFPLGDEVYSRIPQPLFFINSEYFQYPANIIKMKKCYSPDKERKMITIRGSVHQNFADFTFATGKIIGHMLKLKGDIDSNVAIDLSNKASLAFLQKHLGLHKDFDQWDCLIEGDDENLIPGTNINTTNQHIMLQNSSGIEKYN
PAD4 FP inh: blocks human protein arginine deiminase 4 | Q9UM07 | recombinant PAD4, RCA probe fluorescence polarization | inhibition, % at 6.36 µM | actives 0.41% (n = 330,000);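 active = percent inhibition above a cutoff equal to the mean of all tested compounds plus 3 SD, cut at about 15% in these data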;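 note: 0% = PAD4 with RCA probe and DMSO and 100% = probe without PAD4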
LYPLA1 counter: counter-screen for PME1 inhibitors: inhibitors of human LYPLA1. inhibition, % at 5.9 µM. O75608. actives 0.16% (n = 320,000). recombinant LYPLA1, FP-Rh probe fluorescence polarization. AID 2174;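 active = inhibition above the mean of all tested compounds plus 3 SD, set per campaign, cut at about 14% in these data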;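 note: inhibitors block serine hydrolase probe labeling of LYPLA1 so polarization falls; 0% = enzyme with DMSO and 100% = wells lacking LYPLA1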
Target sequence (O75608 whole entry, looked up): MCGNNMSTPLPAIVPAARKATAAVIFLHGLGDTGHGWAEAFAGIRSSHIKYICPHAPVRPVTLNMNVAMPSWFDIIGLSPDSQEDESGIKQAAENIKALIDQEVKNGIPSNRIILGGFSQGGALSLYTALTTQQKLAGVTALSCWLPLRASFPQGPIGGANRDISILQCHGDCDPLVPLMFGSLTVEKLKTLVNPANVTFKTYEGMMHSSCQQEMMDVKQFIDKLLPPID
The depositor's hits bear a star; nt = not tested or not shown.

compound | PAFAH1B3 inh | pPAFAH FP inh | PAD4 FP inh | PME-1 primary | LYPLA2 inh | PREPL inhibitor | GSTO1 counter | PAFAH1B2 FP inh | LYPLA1 counter
Cc1ccnc(NC(=O)c2ccc(OCC3CCCO3)cc2)c1 (configuration not stated) | 2 | 0 | -6 | 10 | -3 | 7 | -3 | -1 | 2
CCOc1ccc(NC(=O)CCC(=O)n2nc(C)cc2C)cc1 | nt | 1 | -2 | -6 | 5 | 13 | 15 | nt | -1
CC(=O)N1CCn2c3c(c4cc(C)ccc42)CCCC31 (configuration not stated) | 8 | 8 | 2 | 10 | 8 | 18 | 10 | 9 | 5
COc1cc(CSc2nc(-c3ccccc3)cc(=O)[nH]2)cc(OC)c1 | 6 | 9 | -4 | -3 | 3 | -2 | 1 | 6 | 1
CN(Cc1nnc(SCC(=O)NCCc2ccccc2)n1C)S(=O)(=O)c1ccccc1 | 6 | 5 | -4 | 5 | -3 | 10 | 7 | 1 | 0
COc1nc(-c2ccccc2)ccc1-c1noc(-c2cccs2)n1 | -7 | 0 | -3 | -8 | 1 | -6 | 0 | -3 | -3
Cc1ccc(CN2CCN(/N=C/c3ccc(C(=O)O)cc3)CC2)c(C)c1 | 2 | 1 | -8 | -7 | 14 | 1 | 18 | 5 | 5
CCOc1cccc(C2C(C(=O)c3cccs3)=C(O)C(=O)N2Cc2cccnc2)c1 (configuration not stated) | 2 | 2 | -3 | 1 | 9 | 1 | -2 | -5 | 2
Cc1ccc(C(=O)Nc2ccccc2N2CCCC2)cc1S(=O)(=O)N1CCOCC1 | 3 | 3 | -1 | 2 | 4 | 10 | nt | 4 | 1
Cc1[nH]c2ccccc2c1/C=N\NC(=O)Cn1nnc(-c2ccccc2)n1 | 2 | 0 | -2 | 3 | 0 | -6 | 3 | 0 | -3
COc1ccccc1N1CCN(S(=O)(=O)c2ccc(F)cc2)CC1 | -3 | -1 | -4 | 4 | -1 | 16 | 3 | 4 | -1
CCOC(=O)C1=C(COC(=O)/C=C/c2ccc(OC)c(OC)c2)NC(=O)NC1C (configuration not stated) | -3 | -5 | -3 | -3 | 0 | 10 | 6 | -1 | -3
O=S(=O)(Nc1cccc(S(=O)(=O)N2CCCCC2)c1)c1ccc(Cl)s1 | -2 | 4 | -8 | nt | nt | 5 | nt | 12 | nt
COc1ccccc1CN1C[C@@H]2C[C@@H](c3ccc(C)cc3)N3CCC[C@@]23C1=O | 0 | 0 | -3 | 3 | -8 | -4 | 5 | -1 | -1
COc1cccc(OCCCn2ccnc2)c1 | 4 | 1 | -1 | 0 | 0 | 10 | 5 | 3 | 1
CN1C[C@@H]2C(c3ccc(Cl)nc3)C3(c4ccc(C#N)cc4)CC2(C3)[C@H]1c1ccccc1 (some centres not stated) | 4 | 5 | -4 | 0 | -2 | -24 | 29 | 11 | 1
Cc1sc2nc(CN3CCCC3)nc(N3CCN(S(=O)(=O)c4ccccc4)CC3)c2c1C | 4 | -1 | -10 | -6 | 1 | 21 | nt | 2 | -4
COc1ccc(CCNC(=S)NC2CCN(Cc3ccccc3)CC2)cc1 | 4 | 1 | 1 | 5 | 1 | 2 | 8 | 7 | -4
COc1ccc(C(CNC(=O)c2[nH]c(C)c(C(C)=O)c2C)N2CCOCC2)cc1 (configuration not stated) | 2 | -1 | -9 | 0 | 3 | 18 | nt | 1 | -27
O=C(O)CCc1nc(-c2ccc(Cl)cc2)no1 | -3 | 1 | -5 | 0 | 8 | -5 | 8 | 0 | 1
CC(=O)OC[C@H]1O[C@H](C/C=N/O[C@@H](C)c2cn([C@H](CO)Cc3ccccc3)nn2)C=C[C@@H]1OC(C)=O | nt | -3 | -1 | 3 | -4 | 18 | 0 | nt | 1
COc1cc2c(cc1O)C(Cc1ccc(O)cc1)[N+](C)([O-])CC2 (configuration not stated) | -4 | 3 | -2 | 0 | 4 | -8 | -2 | -3 | -1
COc1cc(OC)cc(N(C(=O)CNC(=O)c2cccs2)C(C(=O)NCC2CCCO2)c2ccccc2)c1 (configuration not stated) | -4 | 4 | 2 | 3 | 1 | 6 | -1 | 1 | 5
Cc1nn(CCC(N)=S)c2nc(-c3cccs3)cc(C(F)(F)F)c12 | 6 | 8 | 3 | 5 | 6 | -1 | 2 | 3 | 0
CCC(C)NS(=O)(=O)c1ccc(NC(=O)c2cccs2)cc1 (configuration not stated) | 13 | 3 | 2 | 4 | 3 | 0 | -2 | 8 | -4
O=C(c1ccc(Br)o1)N1CCN(c2ccccc2F)CC1 | 6 | 8 | 2 | 2 | 10 | 16 | 3 | 2 | 5
CS(=O)(=O)N1c2cccc3cccc(c23)S1(=O)=O | 16 | 4 | 3 | -1 | -5 | 4 | 3 | 3 | -5
O=C(CN1C(=O)C(=O)N(Cc2ccccc2)C1=O)c1ccc[nH]1 | 11 | 16 | 0 | 5 | -4 | 0 | nt | 4 | -4
O=C(CCCSc1nc2ccccc2s1)Nc1nccs1 | 19 | -3 | -3 | 6 | -5 | -2 | -2 | 5 | -5
O=C(NCc1ccco1)c1ccc2c(c1)N(Cc1ccc(Cl)cc1)CCS2 | -1 | 17 | 2 | 8 | 7 | 23 | 12 | 4 | 0
OCCOCCn1c(C2CCCN2c2nc(-c3ccc(F)cc3)cs2)nc2cc(Cl)c(Cl)cc21 (configuration not stated) | 9 | 4 | -3 | 4 | -7 | 20 | 2 | 3 | -6
CN1CCN(CC(=O)C23CC4CC(CC(C4)C2)C3)CC1 | -1 | 2 | -4 | 6 | 3 | -4 | -3 | -3 | 3
Cc1ccc(-c2nnc(COc3cccc(-n4cnnn4)c3)o2)cc1 | 2 | -5 | 6 | 0 | 4 | -12 | 4 | 3 | 2
COc1ccc(Nc2nc(NCCO)nc(N3CCCC3)n2)cc1 | 5 | 4 | 1 | 4 | -9 | 1 | 4 | 0 | -4
CC(=O)N1CCN(c2ccc([N+](=O)[O-])cc2)CC1 | 4 | 1 | -2 | -4 | 4 | 5 | -2 | 0 | 4
O=C1N=C(C=c2ccc(=Cc3[nH]c(=O)[nH]c3O)cc2)C(=O)N1 | nt | 3 | 0 | -4 | -10 | 15 | -11 | nt | -8
O=C1CCC([N+](=O)[O-])C(c2cc(Br)ccc2F)N1 (configuration not stated) | 17 | 17 | -5 | -2 | 1 | 10 | -4 | 1 | 0
CCOc1ccc(S(=O)(=O)N(CC)CC)cc1NC(=O)CSCc1c(C)noc1C | 3 | -4 | -1 | 21 | -10 | 18 | 6 | 1 | -1
COCc1cc(=O)[nH]c(Nc2nc(C)c3cc(OC)ccc3n2)n1 | nt | 3 | 0 | 4 | 13 | 7 | 3 | nt | 4
Cc1ccnc(NS(=O)(=O)c2ccc(NC(=O)c3ccc4c(c3)OCCO4)cc2)n1 | -7 | 3 | -2 | 3 | -1 | 1 | 4 | -3 | -3
COc1ccc(/C=N/NC(=O)CC(=O)N/N=C/c2ccc(OC)cc2)cc1 | -1 | -3 | -3 | 1 | -5 | -8 | 2 | 0 | -1
CC(=O)Nc1ccc(S(=O)(=O)NCCCN2CCN(Cc3ccccc3)CC2)cc1Cl | 6 | 2 | 1 | -1 | 8 | 7 | -4 | 1 | 4
O=C(COC(=O)CNS(=O)(=O)c1c(Cl)cccc1Cl)Nc1cccnc1Cl | 0 | 0 | 4 | -4 | 0 | 3 | -1 | 4 | -2
COc1ccc(C(=O)COc2ccc3c(C)cc(=O)oc3c2)cc1 | 4 | 3 | 1 | -4 | -7 | -1 | -4 | 0 | -7
CC(C)c1csc(CN2CCC(n3nccc3NC(=O)Cc3ccccc3)CC2)n1 | 1 | -3 | 4 | 1 | 5 | 8 | 7 | 4 | 2
CCC1Oc2ccc(C)cc2N(CC(=O)NCCCN2CCCC2)C1=O (configuration not stated) | -3 | 2 | -3 | -3 | 7 | -1 | -1 | 6 | 8
Fc1ccc(NC(=S)Nc2cccnc2)c(F)c1F | 5 | 0 | 0 | -2 | 6 | -9 | -1 | 3 | -3
CCCNC(=O)Cn1c(=O)n(C)c2ccccc21 | -1 | -8 | -2 | -5 | -6 | 0 | 2 | 6 | -1
CCCC[C@@H]1C[C@H]1[C@@H](NC(=O)c1ccccc1)c1ccccc1C(F)(F)F | 9 | 1 | -2 | -5 | -10 | -2 | -7 | -8 | -2
O=C(CCOc1ccccc1)OCC(=O)c1cc2ccccc2o1 | 3 | 17 | -4 | 6 | -2 | 4 | 2 | 0 | -3

(list continues)
compound | PAFAH1B3 inh | pPAFAH FP inh | PAD4 FP inh | PME-1 primary | LYPLA2 inh | PREPL inhibitor | GSTO1 counter | PAFAH1B2 FP inh | LYPLA1 counter
CC(C)C(=O)NCCc1c[nH]c2ccccc12 | 6 | 2 | 0 | -3 | 2 | -5 | 4 | -2 | 6
COc1ccc(NC(=O)CC2C(=O)N(C)C(=S)N2Cc2ccc3c(c2)OCO3)cc1 (configuration not stated) | -3 | 5 | -2 | 5 | -1 | -6 | 2 | 1 | -1
CCOC(=O)c1c(N=CN(C)C)c(C#N)c2n1CCCC2 | 4 | 0 | 1 | -3 | 5 | 3 | 6 | 0 | 1
Cc1noc(C)c1NC(=O)Nc1ccc2c(c1)C(=O)N([C@H](C)CO)C[C@H](C)[C@H](CN(C)C)O2 | 7 | 3 | 1 | nt | nt | 17 | nt | 5 | nt
COc1cccc(C(=O)C2=NN(C(C)=O)CC2c2ccco2)c1 (configuration not stated) | 8 | 2 | -2 | 0 | -3 | -3 | 3 | -1 | 1
CCN(c1ccc(OC)cc1)S(=O)(=O)c1nnc(NC(=O)c2ccccc2Cl)s1 | -4 | 6 | -2 | -7 | -1 | 6 | -88 | 14 | -2
CCc1nnc(SCC(=O)Nc2ccc(NC(C)=O)cc2)n1-n1cccc1 | -2 | -2 | 0 | 1 | 8 | 21 | 4 | -8 | 4
Cc1ccc(C2C(C#N)=C(N)Oc3nc(-c4ccccc4)[nH]c32)o1 (configuration not stated) | 4 | 6 | -10 | 2 | 1 | 33 | 34 | 6 | 4
CCOC(=O)c1sc(NC(=O)c2ccc(CC)s2)nc1C | -6 | 0 | -8 | -3 | -5 | -4 | -3 | -1 | 2
Cc1sc(N/N=C/c2cc([N+](=O)[O-])ccc2O)nc1-c1ccccc1 | -2 | 8 | -2 | 1 | -4 | 0 | 1 | 8 | 0
CC(C)CCN1C(=O)c2ccc(C(=O)NCc3ccccn3)cc2C1=O | 1 | 6 | -1 | 6 | 7 | -7 | 2 | 0 | 8
Cc1ccc(S(=O)(=O)NCC(=O)N2CCCC2C(=O)O)cc1 (configuration not stated) | 0 | 1 | 3 | 1 | 4 | 3 | -5 | 11 | 1
Cc1cc(NC(=O)CCN2CCN(C)CC2)ccc1Br | 8 | 2 | 3 | -1 | -1 | 10 | 3 | -2 | -3
CCNc1cc(S(=O)(=O)C(F)(F)F)ccc1N | 10 | 0 | -5 | -8 | -22 | -3 | -3 | 5 | 2
CCc1nnc(NC(=O)c2ccc(-c3cccc(C(F)(F)F)c3)o2)s1 | 0 | 0 | -4 | -6 | -3 | 14 | -2 | -3 | -3

Not all compounds are listed; the hit share may differ from the screen's.
